High-throughput results: PubChem, National Center for Advancing Translational Sciences (NCATS)
FEN1 inhibitor – human FEN1 inhibition. P39748. Recombinant FEN1 flap cleavage, fluorescence, 15 min. Potency, µM (top dose mostly 114 µM), without a hit: top-dose activity change, negative = inhibition, most hits filed as inhibitors. hit rate 0.35% among 390,000. AID 588795; active = well fitted inhibition curve with a large enough effect; inconclusive = small, poorly fitted or top-dose-only effect; inactive = no such curve, though single readings can be large or run the other way; also: nearly all actives have a fitted effect of over 65% in size
Target sequence (P39748 whole entry, looked up): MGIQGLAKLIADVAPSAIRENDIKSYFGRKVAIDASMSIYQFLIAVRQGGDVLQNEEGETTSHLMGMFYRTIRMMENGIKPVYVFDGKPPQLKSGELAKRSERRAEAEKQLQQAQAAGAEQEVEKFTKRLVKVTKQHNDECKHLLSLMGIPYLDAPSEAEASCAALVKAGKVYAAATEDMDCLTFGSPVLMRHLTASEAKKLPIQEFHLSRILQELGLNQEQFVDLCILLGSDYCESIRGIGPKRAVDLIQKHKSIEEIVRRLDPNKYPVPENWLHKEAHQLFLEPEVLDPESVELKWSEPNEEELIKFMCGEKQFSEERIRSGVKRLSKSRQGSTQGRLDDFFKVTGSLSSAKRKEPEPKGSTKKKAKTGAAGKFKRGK
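With each library titrated from low to high concentration, compounds met 10 nM FEN1 for 15 min at room temperature before 50 nM substrate was added; readings at 0 and 15 min fed four-parameter Hill curve fits.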
* = called active by the depositor; ? = inconclusive; & = joins results of further samples; [ ] = remark or other dose. % is scaled to controls: 0 for no effect and ±100 for the full control effect; potency is read from the fitted curve at half-maximal effect. An excerpt; the hit share may differ from the screen's.

Structure | FEN1 inhibitor
COc1ccccc1Nc1nn2c(=O)c3ccc(C(=O)NCc4cccs4)cc3nc2s1 | 5%
CC(O)CNc1nc(N)[nH]c(=O)c1N=Nc1ccccc1 (stereo not drawn) | -10%
O=C(Cc1ccccc1)Nc1ncccc1Cl | 1%
O=C(CCc1c[nH]c2ccccc12)OCc1cccc(C(F)(F)F)c1 | ?
CCC(=O)c1ccc(N2CCOCC2)c(F)c1 | -1%
CC(C)Cc1ccc(CN2CCCC(NC(=O)c3cnc4ccccn4c3=O)C2)cc1 (stereo not drawn) | -6%
COc1ccc(-c2sc(Nc3cccc4ccccc34)n[n+]2C)c(C)c1C | -4%
OC(C[n+]1ccccc1Cl)c1ccccc1 (stereo not drawn) | -3%
CCCOc1c(Br)cc(C(=O)OCc2cc(=O)n3ccsc3n2)cc1OC | -9%
O=C(O)/C=C/c1ccc(Cn2ccnc2)cc1 | 3%&9%
CC(NC(=O)COC(=O)CN1C(=O)NC2(CCCC2)C1=O)c1ccc(F)cc1 (stereo not drawn) | 0%
O=C(Nc1ccc(Cl)cn1)c1cnn2c1NC(=C1CC1)C=C2C(F)F | 8%
N#Cc1ccc(/C=C2/C=Cc3ccccc32)cc1 | -1%
CCOc1cc2c(cc1O)C(=NO)CC1C2CCC2(C)C(O)CCC12 (stereo not drawn) | -9%
Nc1nc2c(ncn2C2CCCC2)c(=O)[nH]1 | -1%
O=C(C[n+]1ccccc1Cl)c1ccc(O)c(O)c1 | -2%
CCCC(=O)N1c2ccccc2-c2nnc(SC)nc2OC1c1sccc1C (stereo not drawn) | -1%
CC(C)C[C@H]1CN([C@@H](CC(C)C)CN2CCCC2CN2C(=S)NC[C@@H]2Cc2ccc(O)cc2)C(=S)N1CC1CCCCC1 (stereo partly drawn) | -16%
Cc1ccc(S(=O)(=O)Nc2cncnc2NS(=O)(=O)c2ccc(C)cc2)cc1 | -1%
Cc1cccc(C)c1NS(=O)(=O)c1ccc(NS(=O)(=O)c2ccc3c(c2)OCCO3)cc1 | -7%
Cn1cc(S(=O)(=O)NC[C@H]2O[C@@H](n3ccc(=O)[nH]c3=O)[C@H](O)[C@@H]2O)cn1 | 0%
C=C1NN(C(C)C(=O)O)C(=O)N1c1ccc(OCc2ccccc2)cc1 (stereo not drawn) | 16%
CC1CCCC(O)(C(C(=O)O)c2ccccc2)C1 (stereo not drawn) | -1%
CCN(CC)CCOC(=O)c1ccc(NC(=O)CSc2nnc(-c3cccs3)n2CC)cc1 | 2%
CC(C)=NOc1nc(NC(=O)NS(=O)(=O)c2ccccc2Cl)nc(N(C)C)n1 | -3%

Later entries:
Structure | FEN1 inhibitor
CC(=O)N1CCN(C(=O)CNC(=O)c2ccc(C)s2)CC1 | -2%
CCOCCn1c(CN2CCN(c3ccc(OC)cc3)CC2)nc2c1c(=O)n(C)c(=O)n2C | 4%
O=C(c1ccccc1)c1ccc(Oc2ccc([N+](=O)[O-])cc2[N+](=O)[O-])cc1 | -2%
COc1ccc(C(=O)O/N=C/c2ccc(S(=O)(=O)c3ccc(Cl)cc3)nc2)cc1 | 4%
CCCCOc1ccc(CC(=O)NOC)cc1 | -4%
CCOc1ccc(C(C)NC(=O)c2cccs2)cc1OCC (stereo not drawn) | -15%
Clc1ccc(N2CCN(c3ccnc(Cl)n3)CC2)cc1 | -2%
Nc1nnc(-c2ccc([N+](=O)[O-])o2)s1 | 15%
Cc1ccc2nc(CS)[nH]c2c1 | -1%
COc1ccc(C(=O)Cc2ccccc2C(=O)O)cc1 | 1%
O=C(O)c1ccc(-c2cccc(Cl)c2)o1 | 1%
CC(=O)Nc1ccc(NC(=O)CS(=O)(=O)c2cn(CC(=O)N3CCC(C)CC3)c3ccccc23)cc1 | 6%
O=c1c2ccccc2oc2ccc(-c3ccoc3)cc12 | ?
Cc1cnc(C)cn1 | 6%
OC(C#Cc1ccccc1)(c1ccccc1)c1ccccc1 | -5%
Cc1cc(NC(=O)C(C)SCC(=O)Nc2cccc(S(=O)(=O)N3CCCCCC3)c2)no1 (stereo not drawn) | 10%
CC(CCNC(=O)c1ccccc1)(CCNC(=O)c1ccccc1)[N+](=O)[O-] | -2%
COc1ccc(/C=C/C(=O)Nc2nc3n(n2)C(c2ccccc2)C=C(c2ccc(Cl)cc2)N3)cc1 (stereo not drawn) | 22%
CSc1nc2ncncc2[nH]1 | 14%
CCOc1ccc(C2Nc3ccccc3-c3nnc(SCc4ccccc4)nc3O2)cc1OC (stereo not drawn) | 1%
CC1(c2nnc(-c3ccncc3)o2)CC(c2ccccc2)=NO1 (stereo not drawn) | 1%
CS(=O)(=O)N1CCC2CC1c1cc(-c3ccccc3)ccc12 (stereo not drawn) | 1%
CN(Cc1ccccc1)C(=O)c1cccc(NC(=O)Cc2ccc(NC(=O)C3CCN(C(=O)C4CCCC4)CC3)cc2)c1 | -1%
O=C1c2ccccc2S(=O)(=O)c2cc(C(=O)N3CCN(c4c(Cl)cncc4Cl)CC3)ccc21 | 12%
COc1cccc(C(=O)NNC(=O)c2cccc3ccccc23)c1 | 3%

Next entries follow.
Structure | FEN1 inhibitor
O=C(Cc1ccc(S(=O)(=O)N2CCOCC2)s1)Nc1ccc(Br)c(C(F)(F)F)c1 | 3%
CCNC(=S)Nc1ccc2c(c1)oc1ccccc12 | -9%
O=[N+]([O-])c1ccc(COc2ccc(CN3CCOCC3)cc2)cc1 | -3%
COc1ccc(CC(=O)NC(C)c2ccc(Cl)c(Cl)c2)cc1S(=O)(=O)N1CCOCC1 (stereo not drawn) | -4%
CN(Cc1ccccc1)C(=O)c1ccc(NC(=O)Cc2ccc(NC(=O)C3CCCN(S(=O)(=O)c4cccc([N+](=O)[O-])c4)C3)cc2)cc1 (stereo not drawn) | -4%
N#CC(=C(O)CN1CCN(c2ccccc2F)CC1)c1nc(-c2ccccc2)cs1 | -5%
COc1ccccc1NC(C)C(=O)c1c[nH]c2ccccc12 (stereo not drawn) | 5%
O=C(Nc1ccc(OCC(F)(F)C(F)F)c(C(F)(F)F)c1)c1ccc(Cl)cc1 | -13%
CCOC(=O)c1c(Nc2ccc(O)cc2)nnc(-c2ccccc2)c1-c1ccccc1 | 15%
CN(C)c1ccc(/C=[N+]2\C(=O)CC(=O)NC2=O)cc1 | -5%
O=[N+]([O-])c1ccccc1C(O)Cc1ccccn1 (stereo not drawn) | -3%
Cc1ccccc1NC(=O)c1cccc(NC(=O)c2ccccc2C(=O)O)c1 | 10%
CCOC(=O)c1c(-c2ccccc2)csc1NC(=O)c1cc(-c2ccccc2OC)on1 | 0%
COc1ccc(-c2csc(NC(=O)CSc3nc(C)cs3)n2)cc1 | 1%
COCOc1ccc(/C=C2/Oc3cc(OCOC)cc(OCOC)c3C2=O)c(OCOC)c1 | 1%
C=C(C(=O)c1ccccc1)C(NC(C)(C)C)c1ccccc1 (stereo not drawn) | -2%
O=C1CCC([N+](=O)[O-])C(c2ccc(-c3ccccc3)cc2)N1 (stereo not drawn) | 14%
CCCOc1ccc(Cl)cc1Nc1nc(NCCO)nc(N2CCCC2)n1 | -4%
Cc1cc[n+](CC(=O)c2ccc(F)cc2)cc1 | -4%
O=C(N1CCN(c2ncccn2)CC1)C12CC3CC(CC(C3)C1)C2 | -4%
COC(=O)CCN1CCC2CC1c1cc(Cl)ccc12 (stereo not drawn) | -7%
Cc1cccc(C2N(c3ccc(F)cc3)C(=O)C3CCCN32)c1 (stereo not drawn) | -1%
COc1cc(OC)c(/C=C/c2cc[n+](C)c3ccccc23)c(OC)c1 | ?
Cc1cc[n+](CCC2CCCCC2)cc1 | 2%
Cc1nn2c(CN(C(=O)c3ccco3)c3ccccc3)nnc2c2ccccc12 | 2%

Ordered by count of non-hydrogen atoms (low to high): four of the compounds above
Structure | FEN1 inhibitor
Cc1cc[n+](CCC2CCCCC2)cc1 | 2%
COc1ccc(-c2csc(NC(=O)CSc3nc(C)cs3)n2)cc1 | 1%
CCCOc1ccc(Cl)cc1Nc1nc(NCCO)nc(N2CCCC2)n1 | -4%
COc1ccc(CC(=O)NC(C)c2ccc(Cl)c(Cl)c2)cc1S(=O)(=O)N1CCOCC1 (stereo not drawn) | -4%

(further entries)
Structure | FEN1 inhibitor
COCCN(Cc1cc2cc(C)ccc2n2nnnc12)C(=S)Nc1ccc(OC)cc1 | 1%
Fc1ccc(CSc2ncnc3c2ncn3C2CCCCO2)cc1 (stereo not drawn) | 6%
Cc1ccc(OCc2nc3ccccc3n2CC(C)C)cc1 | 4%
O=C(CSc1ncnc2ccccc12)N1CCNC1=O | -10%
CCCCC(C)Sc1nc2c([nH]1)c(=S)n(C)c(=O)n2C (stereo not drawn) | -12%
CN(C)c1ccc(/C=C/c2ccccn2)cc1 | ?
Cc1[nH]c(=S)[nH]c(=O)c1Cc1c(O)ccc2ccccc12 | -1%
CC(=O)NC(CC(=O)N1CCCC1)c1ccccc1 (stereo not drawn) | 18%
Cc1ccnc2ncccc12 | 40%[activator]
CCCCNCCS(=O)(=O)NCc1ccccc1 | 2%
CCCOc1ccc(/C(O)=C2/C(=O)C(=O)N(CCN3CCOCC3)C2c2ccccc2)cc1 (stereo not drawn) | 8%
Cc1cc(O)c(C(C)C)cc1NC(=O)Nc1ccc([N+](=O)[O-])cc1 | -17%
COc1ccc(C(=O)c2sc3nc(-c4ccc(F)cc4)ccc3c2N)cc1 | -12%
COc1ccc(-c2ccc3sc4ccccc4c(=O)c3c2)cn1 | -6%
O=C1OC(Sc2ccccc2)(c2ccccc2)c2ccccc21 (stereo not drawn) | 9%
Cc1ccnc2ccc3ccccc3c12 | ?
C#CCOCCOCCOCCNc1nc(N2CCN(C(=O)Cn3cc(CCO)nn3)CC2)nc(N2CCN(C(=O)Cn3cc(CCCCN)nn3)CC2)n1 | -4%
Cc1cccc(NC(=O)COc2ccccc2C(=O)Nc2ccccc2)c1 | -5%
CN(C)Cc1cc(C(C)(C)C)cc(N2CCOCC2)c1O | 1%
CC1CCN(N=Nc2nc3c([nH]2)c(=O)n(C)c(=O)n3C)CC1 | 1%
CCOc1ccc(CCN2C(=S)N([C@@H](CC(C)C)CN3CCCC3CN3C(=S)NC[C@@H]3CC(C)C)C[C@@H]2Cc2ccccc2)cc1 (stereo partly drawn) | -21%
O=C(O)c1ccccc1NN=Cc1ccccc1 | 3%
CN(CCc1ccccc1)C(=O)c1ccc(NC(=O)Cc2cccc(NC(=O)C3CCN(C(=O)c4ccccc4)CC3)c2)cc1 | -20%
COc1cc(C(=O)C(O)c2ccc(O)c(OC)c2)ccc1O (stereo not drawn) | -4%
CCC(=O)N1CCc2cc(Br)c(S(=O)(=O)CCC(=O)NCCc3ccccc3)cc21 | 15%

Carrying on.
Structure | FEN1 inhibitor
Cc1ccc(NC(=O)C2CCCO2)c(Br)c1 (stereo not drawn) | -24%
c1ccc2c(CCc3ccncc3)cccc2c1 | 10%
COc1ccc(NC(=S)NC(=O)c2cncc(Br)c2)cc1 | -1%
O=C(Cc1ccc(S(=O)(=O)N2CCOCC2)s1)N1CCN(S(=O)(=O)c2cccc(F)c2)CC1 | -9%
C=CC1CN(C(=O)OCC(Cl)(Cl)Cl)C2CC3c4ccc(OC)cc4NC3C3CC1C2CO3 (stereo not drawn) | -23%
O=C(O)c1ccc(Oc2ccc([N+](=O)[O-])cc2)c([N+](=O)[O-])c1 | -2%
Cn1c(=O)c2c(nc(CN3CCc4ccccc4C3)n2CC(=O)c2ccccc2)n(C)c1=O | -1%
CC(=O)c1ccc(OCc2cc(C(=O)N(C)C(C)c3ccon3)no2)cc1 (stereo not drawn) | 5%
CC(C)c1cc(-c2cc(C(=O)Nc3ccccc3)on2)nc(NC2CCCC2)n1 | -2%
CNC(=O)c1cc2c(n(-c3ccc(C)cc3)c1=O)CC(C)(C)CC2=O | -3%
O=C(Nc1nccs1)[C@@H]1CC=C[C@@H]2CCN(C3CCCCC3)C(=O)[C@@H]21 | 4%
O=C(Nc1cccc2nsnc12)c1cc2c(cc1Cl)Sc1nccn1S2(=O)=O | 9%
CNS(=O)(=O)c1cccc(C(=O)OCCCC(=O)c2ccccc2)c1 | -7%
O=C1[C@H](Cc2ccccc2)NCC=CC[C@@H](c2ccco2)N1Cc1ccccc1 | 18%
COc1ccc(CN2CC[C@H]3C=CC[C@@H](C(=O)N4CCN(c5ccccc5)CC4)[C@H]3C2=O)cc1OC | -14%
CC12CCC(O)CC1=CCC1C2CCC2(C)C3=NN=CC3CC12 (stereo not drawn) | 4%
Cc1ccc(NC(=O)CSc2nc3ccc(Br)cc3[nH]2)c(C)c1 | -8%
Cc1c(CCO)c(=O)n2n1CCCC2 | -2%
O=S(=O)(c1ccc(S(=O)(=O)N(Cc2ccccc2)Cc2ccco2)cc1)N1CCCC1 | -3%
COc1cccc(CN(C)C(=O)c2cccc(S(=O)(=O)N3CCN(c4ccccc4)CC3)c2)c1OC | -18%
CC(C)(C(=O)NO)c1ccccc1 | -6%
COc1ccc(NC(=S)N2CCC(C(=O)c3ccc(F)cc3)CC2)cc1 | 3%

7 entries already listed, ordered by their value in FEN1 inhibitor, ascending:
mol | FEN1 inhibitor
COc1cccc(CN(C)C(=O)c2cccc(S(=O)(=O)N3CCN(c4ccccc4)CC3)c2)c1OC | -18%
CNS(=O)(=O)c1cccc(C(=O)OCCCC(=O)c2ccccc2)c1 | -7%
O=C(O)c1ccc(Oc2ccc([N+](=O)[O-])cc2)c([N+](=O)[O-])c1 | -2%
Cn1c(=O)c2c(nc(CN3CCc4ccccc4C3)n2CC(=O)c2ccccc2)n(C)c1=O | -1%
CC12CCC(O)CC1=CCC1C2CCC2(C)C3=NN=CC3CC12 (stereo not drawn) | 4%
CC(=O)c1ccc(OCc2cc(C(=O)N(C)C(C)c3ccon3)no2)cc1 (stereo not drawn) | 5%
O=C1[C@H](Cc2ccccc2)NCC=CC[C@@H](c2ccco2)N1Cc1ccccc1 | 18%
